Peg3 imprint: inducers of genomic imprint erasure in mouse ES cells. mouse ES Peg3-LacZ reporter, beta-gal luminescence, 40 h. Potency, µM (top dose mostly 60.7 µM), for inactives: top-dose activity change, positive = activation, hits mostly activators. 0.02% of 110,000 active;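 also: 0% = negative control wells on the plate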
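Readout: BetaGlo luminescence (5 min, room temp) for LacZ from the normally silent maternal Peg3 allele in female Peg3LacZ-Neo ES cells. Cells 300/well, 40 h, 37C, 5% CO2. Data normalized per plate to negative controls.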
p53ts 39C kill: cytotoxicity in p53ts cells at nonpermissive temperature | AID 902 | H1299-p53A138V viability at 39C, ATP luminescence, 24 h | 1.5% of 130,000 active | Potency, µM (top dose mostly 46.1 µM), inactives show top-dose activity change, negative = cell killing, actives largely listed as cytotoxic; also: nearly all actives have a fitted effect of over 55% in size
p53ts 32C tox: kills p53ts cells at the permissive temperature. H1299-p53A138V at 32C, ATP luminescence viability, 24 h. Potency, µM (series often up to 46.1 µM), without a hit: top-dose activity change, negative = cytotoxicity, most hits filed as cytotoxic. 0.93% of 130,000 active. AID 924;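 also: 0% = DMSO and -100% = full killing by reference compound; nearly all actives have a fitted effect of over 55% in size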
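Cells: H1299 p53ts (A138V), 600/well, pre-incubated 16–30 h at 37C. Cpd up to 46 uM, 24 h, 32C. Readout: ATPlite luminescence, 20 min RT. Normalization: DMSO vs tamoxifen 100 uM. AC50 by Hill equation.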
IkB signaling: inhibitors of IkB signaling in ABC-DLBCL cells | ABC-DLBCL IkBa-CBG/CBR dual luciferase ratio, 4 h; response scale: scaled: untreated 0%, proteasome inhibitor 100% | Potency, µM (doses to about 57.1 µM), without a hit: top-dose IkBa stabilization activation | 0.04% of 110,000 active; active = well fitted curve in the direction sought with a large enough effect in the signal ratio, not every such curve was filed as active; inconclusive = small, poorly fitted or top-dose-only effect, or a change in a side signal; the % refers to the signal ratio;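 also: the direction sought is a rising ratio; 0% = basal untreated cells and 100% = reference inhibitor full response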
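Curves were fitted separately to fusion (green), unfused (red) and ratio luminescence, then classed by r2, magnitude and activity. Cells: OCI-Ly3, 4 h compound plus doxycycline at 37C; 10 uM MG-132 defined full response.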
* marks the source's active call; other numbers are inactive results; ? = inconclusive; / = no result given; [ ] = another dose, or the depositor's remark. Unless noted, calls follow the shape of the dose curve; as a rule, active = well fitted curve in the direction sought with a large enough effect; inconclusive = small, poorly fitted or top-dose-only effect, or another doubt; inactive = no such curve, though single readings can be large; an effect the other way counts as inactive or inconclusive. Unless noted, % is scaled to controls: 0 for no effect and ±100 for the full control effect; potency is read from the fitted curve at half-maximal effect.

no.	SMILES	Peg3 imprint	p53ts 39C kill	p53ts 32C tox	IkB signaling
1	CCc1cc(=O)oc2cc(C)cc(OC(C)C(=O)O)c12 (stereo unspecified)	5%	-4%	3%	-2.0%
2	CN(C)CCOC(=O)COc1ccc(Cl)cc1	-8%	8%	13%	1.4%[25.6 µM]
3	CCCn1nc(C(=O)OCC(=O)Nc2ncc(Cl)c(C)c2Cl)c2ccccc2c1=O	/	-6%	15%	/
4	O=C(Nc1ccccc1F)c1ccco1	/	4%	7%	/
5	COc1ccccc1NC(=O)Cn1c(=O)n(-c2ccccc2Cl)c(=O)c2sc3ccccc3c21	-7%[10.9 µM]	1%	-2%	?
6	CCCN(C(=O)c1cc2ccc3cccnc3c2[nH]1)c1ccc(F)cc1	13%[10.9 µM]	3%	12%	5.1%
7	COc1ccc(CCNC(=O)Cn2nc(-c3ccc(Cl)cc3)ccc2=O)cc1OC	20%[10.9 µM]	-17%	-6%	-1.6%
8	COc1cccc(CNC(=O)Cc2c(C)c3c(cc(C)c4c(C)coc43)oc2=O)c1	-13%[10.9 µM]	-11%	-2%	0.6%
9	Cc1cc(C(=O)NCCCN2CCCC2=O)no1	-4%	0%	9%	5.7%
10	Cc1ccccc1NC(=O)CS(=O)(=O)c1cccc2nsnc12	7%[10.9 µM]	-6%	2%	0.6%
11	Cc1ccc2[nH]c(CSc3nnc(COc4ccccc4C)n3C)cc(=O)c2c1	-13%[10.9 µM]	-28%	8%	2.0%
12	Cc1ccc(C(=O)Nc2cc(-c3nc4ncccc4o3)ccc2C)c(C)c1	-9%[10.9 µM]	12%	-1%	-1.2%
13	O=C(Nc1cccc(NC(=O)c2ccc(Br)o2)n1)c1ccc(Br)o1	-27%	-13%	-4%	0.7%
14	O=C(Nc1ccc(Oc2ccccc2)cc1)c1ccco1	-33%[inhibitor]	?	?	?
15	CCC1CCCCN1Cc1nc2c(c(=O)n(C)c(=O)n2C)n1CCC(C)C (stereo unspecified)	-33%[inhibitor]	-8%	-16%	0.9%
16	Cc1ccc(NC(=O)Cn2c(=O)oc3cc(S(=O)(=O)N4CCCCC4)ccc32)c(Cl)c1	-15%[10.9 µM]	?	?	1.7%
17	CCN1CCN(C(=O)c2cnn(-c3cccc(C)c3)c2C2CCN(C(=O)OC(C)(C)C)CC2)CC1	-13%[10.9 µM]	10%	6%	-1.3%
18	COC1CCCCC1Nc1ccc(C)c(C)c1 (stereo unspecified)	/	12%	-9%	/
19	Cc1cc(O)c2c(C)c(CC(=O)N3CCCCC3)c(=O)oc2c1	-7%[10.9 µM]	9%	18%	0.5%
20	CCOC(=O)CC(/C(C)=N\O)c1ccccc1 (stereo unspecified)	-7%	13%	-1%	1.3%
21	Cc1ccc(/C=N/n2c(C)nnc2C)cc1	/	-11%	5%	/
22	Cc1ccccc1NCc1ccccc1O	-31%[inhibitor]	-12%	-3%	4.4%
23	COc1ccc(OC)c(CNC(=O)Cn2ncc3c([nH]c4ccc(C)cc43)c2=O)c1	-9%[10.9 µM]	14%	0%	-2.1%
24	CN(C)C(=O)c1ccc(-c2nccc(NCc3cccs3)n2)cc1	?	-13%	6%	-0.5%[11.4 µM]
25	O=C(O)c1nc2cc(Cl)c(Cl)cc2[nH]c1=O	7%	10%	-2%	/
26	CCCCn1c(/N=C/c2ccc(N(C)C)cc2)nc2ccccc21	/	9%	4%	/
27	O=C(CSc1nnc(-c2cnccn2)n1Cc1ccco1)Nc1ccc(Br)cc1	-5%	-1%	-5%	?
28	Cc1cccc(N2CCN(C(=O)C3CCN(S(=O)(=O)c4cccc5cccnc45)CC3)CC2C)c1 (stereo unspecified)	-14%	3%	-1%	?
29	Cc1nc(CC(=O)Nc2nc(C(C)(C)C)cs2)cs1	2%	-8%	-1%	0.8%
30	CC(=O)N1CCn2c3ccc(C)cc3c3cccc1c32	/	-15%	2%	/
31	O=C(Nc1ccccc1Oc1ccccc1)C1CC1	2%	13%	8%	1.1%
32	Cc1cc(C)nc(-n2nc(C)c(C3(O)C(=O)Nc4ccc(F)cc43)c2N)n1 (stereo unspecified)	-20%	-6%	-2%	2.6%
33	CC(NC(=O)C1CCN(c2nnc(-n3cccc3)s2)CC1)C12CC3CC(CC(C3)C1)C2 (stereo unspecified)	-28%	-14%	6%	?
34	CCCC(=O)Nc1ccc(-c2nc3cc(C)ccc3o2)cc1	-54%[inhibitor]	-27%	?	?
35	Cc1cc(Nc2ccccc2F)n2nc(-c3ccccc3)nc2n1	4%[10.9 µM]	-7%	3%	0.9%
36	CCNc1ncc2nc(-c3cc(F)cc(F)c3)c(=O)n(CCc3ccccc3)c2n1	-20%	-13%	6%	-5.0%[11.4 µM]
37	O=C1c2oc3ccc(F)cc3c(=O)c2C(c2ccncc2)N1CCN1CCOCC1 (stereo unspecified)	-13%	3%	6%	1.0%
38	Cc1c(C(=O)NCCCN2CCOCC2)sc2ncnc(N3CCN(c4ccccc4)CC3)c12	-6%	-5%	-7%	-1.2%
39	CCc1ccccc1NC(=O)N[C@@H](C)C(=O)OC	11%	11%	-3%	-0.6%
40	CC(=O)N1c2ccccc2C(=O)OC1c1cccnc1 (stereo unspecified)	-37%[inhibitor]	-7%	10%	-0.3%
41	CCN(CC)CCCN(Cc1cc2cc3c(cc2[nH]c1=O)OCCO3)C(=O)Nc1ccccc1	-6%	0%	-4%	0.1%
42	CCOC(=O)CSc1nnc(CNc2ccc(Cl)cc2)n1Cc1ccccc1	/	5%	-5%	/
43	COc1ccccc1C(=O)Nc1ccc(C(=O)OCc2cc(=O)n3nc(C4CC4)sc3n2)cc1	-11%[10.9 µM]	-21%	1%	1.2%
44	Cc1sc2nc(SCC(=O)NCc3ccco3)n(-c3ccccc3)c(=O)c2c1C	-5%	-13%	-4%	-0.8%
45	Cc1ccc(NC(=O)N2CCN(C)c3ncccc32)cc1C	-15%[10.9 µM]	-6%	-1%	0.8%
46	O=C1CCC(=O)N1OCCCOc1ccc(Br)cc1Cl	1%	1%	-5%	-6.0%
47	CCCCOC(=O)c1ccc(NC(=O)C2CCCO2)cc1 (stereo unspecified)	6%	-17%	5%	-4.1%
48	COc1ccc(-c2nc(C(=O)Nc3cccc(C(C)=O)c3)nn2-c2ccccc2Cl)cc1	-14%[10.9 µM]	5%	-4%	?
49	COc1ccc(NC(=O)CCCSc2nc(-c3ccco3)cc(C(F)(F)F)n2)c(OC)c1	-8%[10.9 µM]	-14%	2%	?
50	Cc1occc1C(=O)N/N=C/c1cnn(C)c1C	/	4%	2%	/
51	Cc1c(C(=O)Oc2ccc(Br)cc2)sc2ncn(Cc3ccccc3F)c(=O)c12	-14%[10.9 µM]	23%	10%	0.0%
52	CC(=O)Nc1ccc(NC(=O)N2CCCCC2)cc1	-15%	-1%	-10%	-0.3%
53	CC(=O)OCCNC(=O)c1cccnc1	-4%	0%	-10%	0.3%
54	CCN(C(=O)C(NS(=O)(=O)c1ccc(Br)s1)c1ccccc1)c1ccc(C)c(C)c1 (stereo unspecified)	-12%[10.9 µM]	-3%	32%[activator]	?
55	CC(=O)C1=C(O)C(=O)N(c2cc(C(C)(C)C)on2)C1c1ccc(Br)cc1 (stereo unspecified)	/	8%	9%	6.2%
56	CC(=O)Nc1ccc(S(=O)(=O)N(Cc2ccccc2)Cc2ccccc2)cc1	-11%[10.9 µM]	-11%	4%	?
57	CC(C)Oc1ccc(CNC(=O)c2cc3ccccn3n2)cc1	10%[10.9 µM]	16%	-8%	2.1%
58	O=C(Nc1cccc(Cl)c1)c1ccc2c(=O)n3c(nc2c1)CCCCC3	-69%[inhibitor]	?	?	?
59	NC(=O)c1c(C(F)(F)F)cc(-c2ccccc2)nc1NCCO	-17%	-10%	-5%	?
60	c1cnc2ccc(C(c3nnnn3C3CCCC3)N3CCN(c4nc5ccccc5s4)CC3)cc2c1 (stereo unspecified)	-6%	1%	20%	1.3%

Additional records
no.	SMILES	Peg3 imprint	p53ts 39C kill	p53ts 32C tox	IkB signaling
61	COc1ccc(NC(=O)c2oc3ccc(S(=O)(=O)N(C)C4CCCCC4)cc3c2C)cc1Cl	-16%[10.9 µM]	-9%	3%	-2.3%
62	COCCN1Cc2cccc(C(=O)NCc3cccnc3)c2C1=O	-9%	11%	5%	-1.8%
63	CS(=O)(=O)N1CCC2(CCN(C(=O)Nc3cccc(C#N)c3)CC2)CC1	/	5%	-4%	1.9%[11.4 µM]
64	OC12CCCCC1C(c1ccc3c(c1)OCO3)N(Cc1cccc(F)c1)CC2 (stereo unspecified)	-14%	4%	8%	4.3%
65	Cc1ccc(S(=O)(=O)CCSc2nc(C)cc(C(F)(F)F)c2C#N)cc1	/	-3%	-27%	/
66	CCOC(=O)N1CCN(C(=O)CN(c2cccc(Cl)c2)S(=O)(=O)c2ccccc2)CC1	-10%[10.9 µM]	19%	2%	?
67	CCOC(=O)c1cccc(NC(=O)c2cc(CN3CCCC3)on2)c1	-8%[10.9 µM]	-17%	-4%	-2.1%
68	CCc1cccc(NC(=O)C2CCCN(S(=O)(=O)c3c(C)[nH]c(=O)[nH]c3=O)C2)c1 (stereo unspecified)	12%	8%	-8%	-0.2%
69	CCN1CCN(C(CNS(=O)(=O)c2ccc(OC)cc2)c2cccnc2)CC1 (stereo unspecified)	0%	3%	1%	0.2%
70	COc1ccc(-c2c3c(=O)n(C)c(=O)n(C)c3cn2NC(C)=O)cc1	-7%	9%	2%	3.0%
71	OCc1ccccc1O[C@@H]1O[C@H](CO)[C@@H](O)[C@H](O)[C@H]1O	1%	-7%	-1%	/
72	COc1ccc(OCC(=O)N(C)Cc2ccccc2)cc1	-22%	10%	-1%	-0.2%

Compounds from the list above that have a cyano group:
no.	SMILES	Peg3 imprint	p53ts 39C kill	p53ts 32C tox	IkB signaling
63	CS(=O)(=O)N1CCC2(CCN(C(=O)Nc3cccc(C#N)c3)CC2)CC1	/	5%	-4%	1.9%[11.4 µM]
65	Cc1ccc(S(=O)(=O)CCSc2nc(C)cc(C(F)(F)F)c2C#N)cc1	/	-3%	-27%	/

Next part:
no.	SMILES	Peg3 imprint	p53ts 39C kill	p53ts 32C tox	IkB signaling
73	COC(=O)Oc1ccccc1C(=O)O	4%	4%	7%	/
74	Cc1ccc(NC(=O)Cn2c(SCc3cccc(F)c3)nc3ccncc32)c(C)c1	-8%[10.9 µM]	-8%	-9%	0.2%
75	COc1ccc(-n2nnc3c(=O)n(Cc4ccccc4C)cnc32)cc1	-6%	0%	4%	-1.1%
76	O=C(C1CCC(Cn2c(=S)[nH]c3ccccc3c2=O)CC1)N1CCN(c2ccccc2)CC1 (stereo unspecified)	-9%	8%	-1%	-1.1%
77	COc1ccccc1N1CCN(S(=O)(=O)c2ccc3c4c(cccc24)C(=O)N3C)CC1	-11%	4%	5%	6.1%
78	Cc1cc(OCC(O)CN2CCN(c3cccc(Cl)c3)CC2)ccc1Cl (stereo unspecified)	-10%[10.9 µM]	?	?	?
79	C=CCOc1c(CNn2nnnc2N)cccc1OC	/	19%	-2%	/
80	CCCc1[nH]nc2c1C(c1ccc(OC(=O)c3ccco3)cc1)C(C#N)=C(N)O2 (stereo unspecified)	-23%	-4%	-7%	6.7%
81	COc1cc2c(cc1OC)C(C(=O)N1CCCC1)C(c1ccccc1F)N(C)C2=O (stereo unspecified)	5%	17%	14%	1.0%
82	COC(=O)c1ccc(=O)n(-c2ccc(OC)cc2)c1	3%	5%	-1%	3.1%
83	CCN(CC)CCNC(=O)c1cc2c(=O)n(C)c3ccccc3c2n1C	-1%	-8%	0%	11%
84	CCn1nnc(NC(=O)c2sc3ccccc3c2Cl)n1	/	?	?	/
85	COc1ccc(C2C(C(=O)NCc3ccccc3)=C(C)Nc3ncnn32)cc1OC (stereo unspecified)	-1%	13%	4%	-1.3%
86	COCCCn1c(=O)c2sccc2n2c(CCCC(=O)Nc3cccc(OC)c3)nnc12	-16%[10.9 µM]	1%	8%	0.6%

Some of the entries so far, with one line to a screen.
80. CCCc1[nH]nc2c1C(c1ccc(OC(=O)c3ccco3)cc1)C(C#N)=C(N)O2 (stereo unspecified)
81. COc1cc2c(cc1OC)C(C(=O)N1CCCC1)C(c1ccccc1F)N(C)C2=O (stereo unspecified)

| Assay by compound | 80 | 81 |
| --- | --- | --- |
| Peg3 imprint | -23% | 5% |
| p53ts 39C kill | -4% | 17% |
| p53ts 32C tox | -7% | 14% |
| IkB signaling | 6.7% | 1.0% |

Screening data as filed in PubChem.

Compounds as they come; about 1.7% have a hit in one of these screens.
